D2 antag – antagonists of human D2 dopamine receptor. P14416. inhibition, % at 10 µM. AID 485344. 340,000 compounds, 2% hits. HEK293 TREx D2 cells, calcium flux, dopamine EC80; in the data active means inhibition above about 30%; further: 0% is about no effect
Target sequence (P14416 whole entry, looked up): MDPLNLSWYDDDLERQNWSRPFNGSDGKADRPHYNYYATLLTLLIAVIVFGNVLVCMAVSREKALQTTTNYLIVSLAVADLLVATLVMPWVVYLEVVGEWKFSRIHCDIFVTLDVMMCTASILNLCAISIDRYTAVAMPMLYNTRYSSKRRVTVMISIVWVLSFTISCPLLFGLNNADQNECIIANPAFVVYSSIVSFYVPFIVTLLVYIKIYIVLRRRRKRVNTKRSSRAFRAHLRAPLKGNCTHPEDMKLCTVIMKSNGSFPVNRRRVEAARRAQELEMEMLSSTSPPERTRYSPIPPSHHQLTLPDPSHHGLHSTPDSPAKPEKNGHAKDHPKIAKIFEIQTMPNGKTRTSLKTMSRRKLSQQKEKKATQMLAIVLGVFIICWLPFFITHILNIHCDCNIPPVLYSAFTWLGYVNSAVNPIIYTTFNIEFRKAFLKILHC
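Overnight-induced (tetracycline, 30 C) HEK293 T-REx cells carrying force-coupled D2 receive a no-wash calcium dye, then compound, then EC80 dopamine at 180 s; signals are read kinetically throughout.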
Vif-A3G inh – inhibitors of Vif-APOBEC3G interaction; 410,000 compounds, 0.076% hits; Potency, µM (top dose mostly 46.1 µM), for inactives: at the top dose activity, negative = active, hits mostly inhibitors; HeLa A3G-eYFP + Vif (tagged APOBEC3G with the HIV-1 protein that degrades it), YFP fluorescence, overnight; Q9HC16; AID 602310;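 further: potency means the concentration at half of the fitted maximal effect; on the % scale 0 is the no-effect control and ±100 the full control effect; nearly all actives have a fitted effect of over 60% in size; hits raise eYFP signal because A3G escapes Vif-driven loss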
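HeLa cells stably expressing Vif and C-terminally eYFP-tagged A3G, seeded overnight at 37 deg C, then exposed to compound by pintool overnight at 37 deg C. Rise in yellow fluorescence (Ex 488/Em 500-530, Acumen) marks blocked Vif-driven A3G degradation.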
LDHA inh – blocks human lactate dehydrogenase A; AID 1347041; 480,000 compounds, 0.15% hits; activity change, % (values are at about 110 or 230 µM); purified LDHA, NADH/diaphorase-resazurin fluorescence; stronger effect = lower value; in the data active means activity change below about -30%; inconclusive means mostly about -25% to -30%;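 further: plate controls were DMSO wells for no effect and wells without enzyme for full effect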
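LDH5 2 nM; NADH 0.06 mM, pyruvate 0.2 mM; 200 mM Tris pH 7.4, EDTA, Tween-20; 5 min RT. Detection: diaphorase 0.133 mg/mL + resazurin 37 µM, fluorescence ex540/em590 at 0 and 20 min; normalized to enzyme-free and DMSO wells.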
RGS4 inh – human RGS4 inhibition; 390,000 compounds, 0.039% hits; Potency, µM (titrated, usually from 114 µM), inactives show at the top dose activity change, negative = inhibition, most hits filed as inhibitors; P49798; AID 504845; Transcreener GDP fluorescence polarization, RGS4-accelerated GTP hydrolysis; further: potency means the concentration at half of the fitted maximal effect; on the % scale 0 is the no-effect control and ±100 the full control effect; nearly all actives have a fitted effect of over 75% in size; some results filed as inactive show a strong effect at the top dose
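MLSMR compounds (23 nl, pin-transferred) preincubated 10 min at room temperature with a 500nM (2x) first reagent, then RGS4 at 900nM (2x) plus Transcreener GDP mix added; fluorescence polarization (620/688 nm) read before and after 90 min at 30 °C.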
Glioma ERSR ind – ER stress response induction in glioma; Potency, µM, for inactives: top-dose activation, most hits filed as activators; 420,000 compounds, 0.02% hits; U87-MG GRP78 promoter luciferase reporter, 16 h; further: potency means the concentration at half of the fitted maximal effect; series mostly up to about 76 µM; % of control where 0% means no effect; nearly all actives have a fitted effect of over 35% in size
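ERSR induction read as luciferase luminescence (Bright-Glo, 10 min at room temperature) in stably transfected human U87-MG glioma cells exposed to compounds for 16 h, using GRP78 as sensor.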
D2 agonist – D2 dopamine receptor (human) agonism; 340,000 compounds, 0.53% hits; activation, % at 2 µM; P14416; HEK293 T-REx D2 cells, calcium flux agonist mode;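 active means activation over 3 SD above normal in the single-dose calcium agonist read, cut at about 30% in these data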; further: 0% is about no effect
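In this primary screen, compounds producing a positive calcium signal within 180 s of addition to tetracycline-induced, force-coupled HEK293 Trex D2 cells are flagged; cells are dye-loaded with a no-wash calcium kit beforehand.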
Vif-A3F inh – inhibitors of Vif-A3F interaction. Potency, µM (series often up to 46.1 µM), for the others: top-dose activity, negative = active. HeLa A3F-eYFP + Vif (tagged APOBEC3F with the HIV-1 protein that degrades it), YFP fluorescence increase. 390,000 compounds, 0.2% hits; further: potency means the concentration at half of the fitted maximal effect; % of control where 0% means no effect; nearly all actives have a fitted effect of over 65% in size
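Fluorescence increase (Ex 488/Em 500-530) after overnight compound treatment at 37 deg C flags inhibition of Vif-driven A3F-eYFP loss in stable HeLa A3F-eYFP/Vif cells seeded overnight beforehand.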
ERG Ets-DNA blk – blocks human ERG Ets domain binding to DNA. P11308. fluorescence polarization, His-ERG Ets domain / labelled DNA. Potency, µM (highest dose often 76.9 µM), for the others: at the top dose FP activity, negative = inhibition, most hits filed as inhibitors. 370,000 compounds, 0.028% hits; active means well fitted inhibition curve with a large enough effect in the polarisation, with a control signal flat; inconclusive means small, poorly fitted or top-dose-only effect, or effect the other way, or a change in a side signal; inactive means no such curve, though single readings can be large or run the other way; the % refers to the polarisation;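 further: polarization taken with two DNA probes labelled with fluorescein and Texas red; potency means the concentration at half of the fitted maximal effect; % of control where 0% means no effect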
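His-tagged ERG Ets domain (1 uM in the protein solution; 300mM KCl, 50mM Tris-HCl, 1mM EDTA, 1mM DTT, pH 7.5) received compound, then a probe mix of 5 nM fluorescein-DNA and 100nM Texas-615-DNA. Fluorescence polarization was read for both dyes.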
12-LOX inh – inhibitors of human 12S-lipoxygenase ALOX12 | purified 12hLO, xylenol orange hydroperoxide absorbance | Potency, µM (series often up to 108 µM), for the others: at the top dose activity change, negative = inhibition, hits mostly inhibitors | 580,000 compounds, 1.1% hits | AID 1671190; further: potency means the concentration at half of the fitted maximal effect; on the % scale 0 is the no-effect control and ±100 the full control effect
Target sequence (P18054 whole entry, looked up): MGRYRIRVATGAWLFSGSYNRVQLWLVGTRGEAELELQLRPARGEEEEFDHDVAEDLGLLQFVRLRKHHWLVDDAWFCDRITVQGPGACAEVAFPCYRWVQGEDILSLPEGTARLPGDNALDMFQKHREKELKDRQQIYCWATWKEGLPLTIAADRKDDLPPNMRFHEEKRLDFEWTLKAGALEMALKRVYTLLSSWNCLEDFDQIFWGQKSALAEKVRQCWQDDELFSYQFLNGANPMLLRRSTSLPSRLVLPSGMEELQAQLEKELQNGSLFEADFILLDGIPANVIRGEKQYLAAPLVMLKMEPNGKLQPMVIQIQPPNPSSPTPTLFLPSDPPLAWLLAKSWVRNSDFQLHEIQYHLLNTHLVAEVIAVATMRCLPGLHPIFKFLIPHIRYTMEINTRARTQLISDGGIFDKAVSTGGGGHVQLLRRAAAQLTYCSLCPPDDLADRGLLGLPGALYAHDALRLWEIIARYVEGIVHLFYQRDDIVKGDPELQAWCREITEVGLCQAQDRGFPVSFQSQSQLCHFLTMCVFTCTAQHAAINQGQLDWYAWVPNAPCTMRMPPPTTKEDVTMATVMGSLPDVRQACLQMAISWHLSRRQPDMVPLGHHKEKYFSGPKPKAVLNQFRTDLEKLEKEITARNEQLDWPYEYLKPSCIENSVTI
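Purified human 12hLO (150 nM final) in 25 mM Hepes, 0.01% Triton X-100, pH 7.0 was preincubated 15 min at room temperature with compound. Then 40 uM arachidonic acid was added, 30 min. Hydroperoxide was read by Fe-XO absorbance ratio 573/405 nm.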
* marks the source's active call; other numbers are inactive results; ? = inconclusive; · = no result given; & = joins results of further samples; [ ] = another dose, or the depositor's remark. Unless noted, the call rests on the fitted dose curve; in most records, active means well fitted curve in the direction sought with a large enough effect; inconclusive means small, poorly fitted or top-dose-only effect, or another doubt; inactive means no such curve, though single readings can be large; an effect the other way counts as inactive or inconclusive.

SMILES	D2 antag	Vif-A3G inh	LDHA inh	RGS4 inh	Glioma ERSR ind	D2 agonist	Vif-A3F inh	ERG Ets-DNA blk	12-LOX inh
CCOC(=O)[C@@H]1[C@H]2COc3ccccc3[C@H]2N2C(=O)N(c3ccc(Br)cc3)C(=O)[C@]12C	·	0%	-6	10%	-5%	·	-1%	-3%	-8%
CCS(=O)(=O)N1CCC(C(=O)Oc2ccccc2)CC1	5	0%	-8	-9%	-2%	-0.4	12%	-2%	7%
O=C1c2ccc(-c3ccc4c(c3)C(=O)N(CCO)C4=O)cc2C(=O)N1CCO	-14	0%	-8	24%	-4%	-0.4	5%	8%	3%
Nc1nc(Nc2ccccc2)nc(C(F)(F)F)n1	5	0%	-5	7%	2%	1.1	-16%	1%	50%[activator]
Cc1ccc2[nH]c3c(=O)n(CC(=O)N4CCN(c5ccccc5F)CC4)ncc3c2c1	·	1%	-1	-5%	-2%	0.7	-3%	1%	-19%
O=C(O)Cc1ccc(-c2ccccc2)cc1	-24	-2%	-7	-3%	-1%&-3%	1.4	8%	-10%	-2%
Cc1ccccc1CNC(=O)C1CCN(c2nn3cc(-c4ccc(F)cc4)nc3s2)CC1	·	-1%	-16	19%	0%	0.9	4%	2%	-15%
O=C(COC(=O)C1=NN(c2ccccc2)C(=O)CC1)Nc1nc(-c2ccc(F)cc2)cs1	·	-10%	0	-19%	-2%	·	-19%	1%	8%
COc1ccc(S(=O)(=O)N2CCN=C2SCc2cccc(C)c2)cc1	-11	-2%	-7	8%	-3%	0.4	-15%	-11%	5%
CCCCNC(=O)COC(=O)c1ccc(NS(=O)(=O)c2ccc3c(c2)OCCO3)cc1	-5	-4%	0	16%	2%	0.5	-1%	-2%	-25%
CC(c1nc2ccccc2c(=O)[nH]1)N1CCCN(S(=O)(=O)c2ccc(F)cc2)CC1 (centres undefined)	13	0%	-9	18%	-4%	-0.4	-4%	22%	4%
CCOc1ccc(C(=O)Nc2ccc(N3CCCC3)cc2)cc1	6	-6%	0	3%	-2%	0.7	·	-11%	?
Cc1nc(Nc2ccccc2F)c2oc3ccccc3c2n1	-21	3%	-1	-24%	0%	-2.5	-3%	-3%	-65%
Cc1ccc([C@H]2C[C@H](O)[C@@H](n3cc(COC(=O)c4ccccc4)nn3)CN2Cc2cccs2)cc1	·	-6%	0	·	-2%	·	12%	·	-38%
CCCCN(CCCC)Cc1cc(=O)oc2cc(C)cc(C)c12	·	-2%	1	·	-4%	·	·	·	?
COc1cc(/C=N/N2C(=O)c3ccccc3C2=O)ccc1O	-13	4%	1	-12%	-1%	-0.4	-8%	6%	-2%
O=c1c2[nH]c3ccc(Br)cc3c2ncn1CCCn1ccnc1	-12	0%	-2	-19%	-7%	1.0	9%	4%	4%
O=C(CSc1nccn1Cc1ccccc1)Nc1ccc2c(c1)OCCO2	·	-2%	-19	3%	-4%	0.8	-4%	0%	-2%
Cc1cc(C(=O)O)ccc1NCc1ccncc1	-16	0%	-6	9%	-2%	0.5	-4%	0%	0%
Cc1ccc([C@H]2Nc3ccc(S(=O)(=O)Nc4cccc(Cl)c4C)cc3[C@H]3C=CC[C@H]32)cc1	·	-6%	-4	-18%	-5%	0.2	6%	-2%	40µM*

Records listed above that bear a hit mark in 12-LOX inh:
| SMILES | D2 antag | RGS4 inh | Glioma ERSR ind | ERG Ets-DNA blk | 12-LOX inh |
| --- | --- | --- | --- | --- | --- |
| Cc1ccc([C@H]2Nc3ccc(S(=O)(=O)Nc4cccc(Cl)c4C)cc3[C@H]3C=CC[C@H]32)cc1 | · | -18% | -5% | -2% | 40µM* |

More structures.
SMILES	D2 antag	Vif-A3G inh	LDHA inh	RGS4 inh	Glioma ERSR ind	D2 agonist	Vif-A3F inh	ERG Ets-DNA blk	12-LOX inh
COc1cc(OC)cc(C(=O)N[C@H](C(=O)NNC(=O)c2ccc(Br)cc2)C(C)C)c1	·	-13%	-9	-4%	-1%	·	-1%	13%	2%
N#CC(C(=O)O)=C1CCCC1	-10	-2%	3	-43%	-6%	0.8	-7%	5%	0%
CCN(C(=O)COC(=O)CNC(=O)c1ccc2ccccc2c1)C1CCS(=O)(=O)C1 (centres undefined)	-3	-6%	-6	2%	-4%	1.8	8%	8%	-16%
NC(=O)Cn1cnc2c(nnn2-c2cccc(Cl)c2)c1=O	6	2%	-3	-48%	7%	0.0	-10%	13%	-2%
COc1ccc(/C=C(/NC(=O)c2ccccc2Cl)C(=O)O)cc1	-4	4%	-12	-8%	-2%	0.5	-15%	-16%	-4%
Cc1ccc(C2(C)NC(=O)N(CC(=O)Nc3c(C)n(C)n(-c4ccccc4)c3=O)C2=O)cc1 (centres undefined)	7	1%	-2	-16%	-3%	0.5	-10%	1%	-6%
COc1ccc(CCC(=O)Nc2cc([N+](=O)[O-])ccc2OC)cc1	-9	-1%	-6	-17%	-3%	-1.8	4%	·	4%
CCC(C)(C)NC(=O)/C=C/c1cnc2ccccc2n1	4	3%	-3	-43%	-3%	0.0	-6%	-2%	-11%
CC(C)C[C@@H](CSc1ccc(Br)cc1)N1CCN(C)CCC1=O	8	2%	-2	8%	7%	-0.5	-6%	11%	-5%
Nc1cc(=O)[nH]c(=S)n1-c1cccc(C(F)(F)F)c1	13	-4%	-2	6%	-1%	0.2	-4%	1%	-4%
COC(=O)c1ccccc1NC(=O)C(C)c1ccc([N+](=O)[O-])cc1 (centres undefined)	-12	3%	2	-2%[11.4 µM]	0%	3.6	1%	-4%	-10%
CCc1ccc(-n2c(SCc3cc(=O)n4cc(Br)ccc4n3)nc3[nH]ncc3c2=O)cc1	-1	-2%	-3	?	-4%	-1.0	-9%	19%	-9%
Cc1ccc(C)c(NC(=O)CSc2nc(=O)n(CCN3CCOCC3)c3c2CCCC3)c1	·	-3%	-2	1%	-4%	·	5%	-8%	-6%
Cc1cc(NC(=O)Cc2cn3ccsc3n2)n(-c2ccccc2)n1	-2	1%	-3	-17%	1%	1.5	-1%	-4%	0%
COc1ccc(Nc2nc(Nc3ccc(OC)cc3)nc(-n3[nH]c(=O)c(C)c3C)n2)cc1	-2	-13%	2	?	2%	-0.3	-3%	1%	-25%
CNC(C)C(=O)NC(C(=O)N1CCCC1C(=O)Nc1ccc2ncccc2c1)C(C)C (centres undefined)	0	2%	1	27%	1%	0.4	1%	2%	-1%
COc1ccc(CNC(=O)C(c2cccc(C)c2)N(C(=O)c2csnn2)C2CC2)cc1 (centres undefined)	-8	-10%	-8	-1%	-4%	0.0	-3%	9%	16%
CC(=O)c1cc(-c2ccccc2)n(CC(=O)N2CCC(C)CC2)c1C	-10	-1%	5	-33%	-2%	0.2	-8%	-2%	13%
C=CCN(C(=O)CNC(=O)c1ccco1)C(C(=O)NC1CCCCC1)c1ccccc1F (centres undefined)	-7	5%	1	-20%	3%	0.0	1%	0%	-4%
COC(=O)C[N+](C)(C)C/C=C\c1ccccc1	-2	-1%	-4	-20%	-5%	-1.2	-11%	-1%	0%
COC(=O)c1ccccc1NC(=O)CNc1cc(Cl)ccc1N1CCOCC1	-42	-2%	13&-3	5%	-1%	0.0	5%	-2%	-21%&0%
COc1ccc(C(=O)c2ccc(N3CCOCC3)c([N+](=O)[O-])c2)cc1	-1	-5%	-3	-13%	-2%	-0.4	4%	5%	-20%
O=c1oc2ccccc2cc1-c1csc(Nc2nc3c(F)cccc3s2)n1	-24	-7%	2	-25%	-3%	-0.3	?	-8%	-26%
O=[N+]([O-])c1ccc(N2CCN(S(=O)(=O)c3ccccc3)CC2)cc1NCC1CCCO1 (centres undefined)	·	2%	-10	15%	-3%	·	2%	3%	-15%
Cc1cc(C)nc(SCc2nc3ccccc3n2C)n1	-11	0%	-1	-5%	7%	-0.8	-1%	10%	-10%
Cc1cccc(NC(=O)Nc2cccc(Oc3c(F)c(F)c(F)c(F)c3F)c2)c1	4	3%	-4	5%	-4%	1.7	-2%	·	5%
COc1ccc(NC(=O)c2c(NCc3cccs3)sc3c2CCCC3)c(OC)c1	·	1%	3	-34%	-3%	0.2	1%	-2%	-10%
O=C1OCC(CO)(CO)N=C1NNc1ccccc1[N+](=O)[O-]	-6	1%	-1	-16%	8%	0.2	2%	-5%	11µM*
O=C(NN=C1CCC(=NNC(=O)c2cccnc2)CC1)c1cccnc1	8	0%	-3	-11%	2%	-0.1	12%	-4%	0%
COc1ccc(CCNC(=O)c2c(C)nn(-c3ccccc3)c2Cl)cc1	-14	-2%	-5	9%	-2%	-1.0	3%	-2%	0%
O=C(CCC(=O)Nc1ccccc1Cl)NNC(=O)COc1ccc([N+](=O)[O-])cc1	22	0%	-2	-34%	-3%	-0.2	4%	11%	10%
Cc1ccc(-c2cn(-c3ccccc3F)c(=S)[nH]2)cc1	8	2%	-4	-22%	7%	-0.1	0%	1%	?
Cc1cccn2c(=O)c(C(=O)NC3CC(C)CC(C)(C)C3)c(O)nc12 (centres undefined)	7	2%	-1	-7%	-2%	0.3	-2%	1%	-22%
CN(C)C(=O)CCc1ccc2c3c([nH]c2c1)[C@]1(CCC2CCCC2)[C@@H](C(=O)N2CCOCC2)C[C@H](CC(=O)NCCCn2ccnc2)C(=O)N1CC3	·	-5%	-3	6%	-1%	·	2%	3%	14%
COc1ccccc1N1CCN(C(=O)COc2ccc(C)cc2Br)CC1	14	-8%	-3	?	-5%	1.1	4%	-4%	?

Source: PubChem BioAssay

Not all compounds are listed; count on the stated rates, not on these rows.
